Source: PubChem BioAssay (several laboratories)
T cell HTS: modulators of CD8 T cell-vesicle binding, primary screen, mouse 2C CD8+ T cells, flow cytometry; 2C CD8+ T cell-vesicle binding; active compounds read low; calls only at 7 µM; 0.068% of 330,000 active; AID 2052, 2009;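 active means response, share of CD8 T cells binding vesicles, and their 90th percentile fluorescence all below set limits, cut at about 80% in these data, passing the limit was not always enough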
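Material: 2C TCR transgenic mouse naive CD8+ T cells, MACS-purified. Also added: QL9-charged Drosophila Ld/ICAM-1/B7-1 vesicles. Timing: binding 1.5 h at 37 °C. Measured by: high-throughput flow cytometry with anti-B7-1 and anti-CD8 staining. Read-out: percent CD8+ FL2 mean versus row control. Controls: Unloaded micro-vesicles (low), QL9 vesicles with 0.7% DMSO (high).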
Myeloid diff MLP: induction of myeloid progenitor differentiation, primary screen, cell-based, flow cytometry, MLPCN library; ER-HoxA9 myeloid progenitors, lysozyme-GFP differentiation; calls only at 10 µM; 1% of 360,000 active;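 active means normalized GFP-positive differentiation at or above the plate's own cutoff, the solvent-only control mean plus 3 SD; inconclusive means no clear call, values can overlap the other calls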;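 further: cells exposed to compound for four days before flow analysis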
NTR1 agonist: agonists of NTR1, primary screen, imaging, U2OS cells, beta-arrestin-GFP, high content (AID 493036) | NTR1-U2OS beta-arrestin-GFP spot imaging, agonist mode | 0.17% of 330,000 active | activation, % at 20 µM | Neurotensin receptor type 1 (Homo sapiens), P30989;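 active means activation at or above 40% of the spot to cytoplasm intensity ratio, with at least 20 cells analyzed; inconclusive means wells under 20 cells, flagged as cytotoxic or low count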;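 further: 0% = DMSO without peptide and 100% = 100 nM NTR1 peptide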
Target sequence (P30989 whole entry, looked up): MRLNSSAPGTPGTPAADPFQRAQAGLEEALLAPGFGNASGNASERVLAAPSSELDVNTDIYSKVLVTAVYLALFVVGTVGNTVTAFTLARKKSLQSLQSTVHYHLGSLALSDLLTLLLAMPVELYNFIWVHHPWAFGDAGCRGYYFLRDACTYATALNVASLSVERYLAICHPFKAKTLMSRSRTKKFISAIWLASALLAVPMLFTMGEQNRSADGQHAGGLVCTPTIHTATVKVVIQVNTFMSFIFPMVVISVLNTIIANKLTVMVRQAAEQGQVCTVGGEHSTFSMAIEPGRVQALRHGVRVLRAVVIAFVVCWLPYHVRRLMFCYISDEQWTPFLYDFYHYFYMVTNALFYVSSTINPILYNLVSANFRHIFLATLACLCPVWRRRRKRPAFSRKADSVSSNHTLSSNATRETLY
T cell HTS vesicle-bound %: second read-out of T cell HTS, no call of its own (marks repeat the call); double positive events, %; measured here: CD8+ vesicle-bound cell fraction;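 binding gate set so that unloaded-vesicle control wells show 10% double positive cells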
NTR1 agonist cell count 20 µM: recorded beside NTR1 agonist, whose call it bears; cell count; measured here: cell count, cytotoxicity flag
Myeloid diff MLP GFP+ MAC1+ %: second read-out of Myeloid diff MLP, no call of its own (marks repeat the call); GFP+ MAC1+ double positive, %; measured here: differentiation confirmed by MAC1 staining
* marks the source's active call; other numbers are inactive results; i = inactive; ? = inconclusive; . = no result given; + = active, no number. Only part of the results is shown (hit frequency here may not be typical).

Preview:
SMILES	T cell HTS	T cell HTS vesicle-bound %	Myeloid diff MLP	Myeloid diff MLP GFP+ MAC1+ %	NTR1 agonist	NTR1 agonist cell count 20 µM
CSCCC(NC(=O)c1ccccc1Cl)C(=O)NCC(c1ccco1)N1CCCCC1 (stereo not drawn)	i	50.9	i	0.8	0.0	68
CNC(=O)c1ccsc1NC(=O)C1CCN(S(=O)(=O)c2ccc(Cl)s2)CC1	i	51.2	i	0.3	9.8	64

Results, repeating the preview:
SMILES	T cell HTS	T cell HTS vesicle-bound %	Myeloid diff MLP	Myeloid diff MLP GFP+ MAC1+ %	NTR1 agonist	NTR1 agonist cell count 20 µM
CSCCC(NC(=O)c1ccccc1Cl)C(=O)NCC(c1ccco1)N1CCCCC1 (stereo not drawn)	i	50.9	i	0.8	0.0	68
CNC(=O)c1ccsc1NC(=O)C1CCN(S(=O)(=O)c2ccc(Cl)s2)CC1	i	51.2	i	0.3	9.8	64
Cc1ccc2nc(NC(=O)COC(=O)c3cccnc3)sc2c1	i	37.9	i	0.4	-1.1	51
CC(OC(=O)c1cc2ccccc2o1)C(=O)Nc1ccc(N2CCOCC2)cc1 (stereo not drawn)	i	35.0	i	0.5	3.8	63
O=C(NCc1ccc2c(c1)OCO2)c1ccc2c(c1)S(=O)(=O)c1ccccc1C2=O	i	39.2	i	1.3	3.3	73
CCOc1ccccc1C(=O)NCC(=O)NCC(c1ccc(OC)cc1)N1CCOCC1 (stereo not drawn)	i	35.8	i	1.0	1.1	59
O[C@H]1c2ccccc2[C@H](Cc2cncs2)[C@@H]1Br	i	35.3	i	1.9	0.4	59
CN(CC(=O)Nc1cccc(F)c1)C(=O)CCCc1nc2ccccc2c(=O)[nH]1	i	38.9	i	0.2	0.2	64
N#Cc1ccc(-c2ccc(C3Nc4ccccc4C(=O)N3O)o2)cc1 (stereo not drawn)	i	21.6	i	1.4	-0.1	50
Cc1cc(C)c2c3c(cn2n1)c(=O)n(C)c(=O)n3C	i	37.5	i	0.5	-0.8	60
Cc1csc2nc(CNS(=O)(=O)c3cccnc3)cn12	i	13.7	i	4.3	0.0	52
Cc1cccc(NC(=O)CN2CCN(C(=O)CNC(=O)Cc3cccc4ccccc34)CC2)c1C	i	13.0	i	0.6	-1.4	69
O=C(COC(=O)/C=C/c1cccc(Br)c1)NCCc1ccccc1	i	33.2	i	0.5	0.0	61
COc1ccc2noc3c2c1C(=O)c1ccccc1-3	i	61.2	+	0.2*	-1.8	50
O=C(CSc1nnc(C2CC2)n1C1CC1)c1cccs1	i	46.0	i	1.3	-0.7	60
N#Cc1ccc(NC(=O)COc2ccc(-n3cnnn3)cc2)cc1	i	27.1	i	1.2	1.1	45

Complete entries, quoted from the list. Order of screens: T cell HTS | T cell HTS vesicle-bound % | Myeloid diff MLP | Myeloid diff MLP GFP+ MAC1+ % | NTR1 agonist | NTR1 agonist cell count 20 µM
Results for O=C(CSc1nnc(C2CC2)n1C1CC1)c1cccs1 : i | 46.0 | i | 1.3 | -0.7 | 60
Results for Cc1cccc(NC(=O)CN2CCN(C(=O)CNC(=O)Cc3cccc4ccccc34)CC2)c1C : i | 13.0 | i | 0.6 | -1.4 | 69
Results for N#Cc1ccc(NC(=O)COc2ccc(-n3cnnn3)cc2)cc1 : i | 27.1 | i | 1.2 | 1.1 | 45

(cont.)
SMILES	T cell HTS	T cell HTS vesicle-bound %	Myeloid diff MLP	Myeloid diff MLP GFP+ MAC1+ %	NTR1 agonist	NTR1 agonist cell count 20 µM
COc1ccc(N2CC(NS(=O)(=O)c3cccnc3)CC2=O)cc1 (stereo not drawn)	i	35.9	i	0.6	0.1	66
CC1CCCC(C)N1C(=O)COC(=O)CNC(=O)c1sc2ccccc2c1Cl (stereo not drawn)	i	7.7	i	0.3	0.0	66
CC(C)CC1Nc2ncnc(N3CCN(c4ccccc4)CC3)c2N(Cc2ccc(Br)cc2)C1=O (stereo not drawn)	i	25.4	i	1.5	2.7	78
O=C(COC(=O)c1cc(Br)ccc1O)Nc1ccc2c(c1)OCO2	i	45.6	i	0.5	1.5	97
Cc1noc(C)c1C(=O)OCC(=O)NCc1ccc(Cl)cc1	i	31.6	i	0.4	1.2	101
O=C(CN1C(=O)C2(OCCO2)c2cc(Br)ccc21)NO	i	43.6	i	0.4	3.0	40
O=C(COC(=O)C1CCCO1)Nc1nc(-c2ccc(F)cc2)cs1 (stereo not drawn)	i	39.1	i	0.9	0.0	51
CCn1c(C)nc2cc(C(=O)NNC(=O)CN(C)S(=O)(=O)c3ccc(NC(C)=O)cc3)ccc21	i	26.1	i	0.2	-1.8	40
COc1cc2ccccc2cc1C(=O)NC1CCCC1	i	52.6	i	0.9	2.9	53
Cc1c(C(=O)N(CC(C)C)c2c(N)n(Cc3ccccc3)c(=O)[nH]c2=O)sc2nc3n(c(=O)c12)CCC3	i	24.2	i	0.0	0.7	53
COc1ccc2c(CC(=O)OCc3nc4ccsc4c(=O)[nH]3)coc2c1	i	40.1	i	1.5	0.4	62
Cc1cc2c(cc1S(=O)(=O)NCc1ccccc1)NC(=O)CO2	i	38.1	i	0.5	-1.4	60
CNC(=O)c1c(NC(=O)CCS(=O)(=O)c2ccccc2)sc(C)c1C	i	49.3	i	0.4	1.5	67
COc1ccc(C(=O)NCC2COc3ccccc3O2)cc1S(=O)(=O)N1CCOCC1 (stereo not drawn)	i	41.7	i	1.2	-1.0	58
O=C(CN1C(=O)C2CCCCC2C1=O)Nc1cccc(C(F)(F)F)c1 (stereo not drawn)	i	49.6	i	0.5	-1.7	60
CCN(c1ccccc1)S(=O)(=O)c1ccc(C(=O)Nc2ccncc2)cc1	i	52.4	i	1.1	1.1	56
CN(CC(=O)Nc1ccc(Cl)c(Cl)c1)C(=O)CNC(=O)Cc1ccccc1	i	20.0	i	0.3	-1.4	68
Cc1ccc(CC(=O)OCC(=O)c2ccc[nH]2)cc1C	i	43.0	i	0.6	6.7	50
COc1cc(NCc2ccccc2)c2ncn(Cc3ccccc3)c2c1	i	15.9	i	1.5	9.9	55
CCCCCCCCCCCCN1[C@@H](CC(=O)OC)c2cc(F)ccc2S1(=O)=O	i	37.1	i	1.6	-0.8	77
CC12CCC(=O)N1C(C(=O)Nc1ccc(S(=O)(=O)N3CCCCC3)cc1)CS2 (stereo not drawn)	i	52.8	i	0.5	-0.3	49
Cc1ccc(S(=O)(=O)Nc2cccc(C(=O)N3CCN(c4ccccc4O)CC3)c2)cc1F	i	49.2	i	0.6	1.1	70
CCOC(OCC)c1cc2ccccc2cn1	i	48.1	i	1.3	4.1	48
CCOC(=O)c1c(NC(=O)CN2C(=O)NC3(CCCCC3C)C2=O)sc(C(=O)N(C)C)c1C (stereo not drawn)	i	31.2	i	1.4	0.9	59
O=C(COc1ccc(Br)cc1)NCCCN1CCCC1=O	i	35.6	i	1.2	1.6	54
CCOC(=O)C1CCN(CC(=O)Nc2ccc(OC)c(S(=O)(=O)N3CCCCC3)c2)CC1	i	43.7	i	1.3	0.7	72
Cc1[nH][nH]c(=O)c1C	i	35.9	i	3.2	-0.2	63
CN1CC[C@@]2([C@@]34CCN(C)C3Nc3ccccc34)c3ccccc3NC12 (stereo partly drawn)	i	4.9	i	2.1	-0.7	94
O=c1ccc(S(=O)(=O)N2CCCC2)cn1Cc1nc(-c2ccccc2)no1	i	35.7	i	1.4	-0.5	63
CCOc1ccc(NC(=O)CN(C)C(=O)/C=C/c2ccco2)cc1OCC	i	6.7	i	0.0	-0.5	72
Cc1cc(C)c(S(=O)(=O)NCC(c2ccco2)N2CCc3ccccc3C2)c(C)c1 (stereo not drawn)	i	43.3	i	0.4	7.7	44
Cc1cccc(NC(=O)c2nc[nH]c2C(=O)NCCCNC(=O)c2[nH]cnc2C(=O)Nc2cccc(C)c2)c1	i	26.2	i	1.0	15.0	43
O=C(COc1ccc(Nc2ccccc2)cc1)Nc1ccncc1	i	56.7	i	1.0	2.6	54
CC[C@@]1(C(=O)OC)N[C@H](CN(C)C(=O)c2ccc(F)cc2)[C@@H]2C(=O)N(Cc3ccccc3)C(=O)[C@@H]21	i	10.5	i	0.4	-2.9	57
CC(C)Oc1ccccc1/C=N/NC(=O)C1CC1	i	31.9	i	0.5	0.2	66
COc1cc(/C=C/C(=O)OCC(=O)NC(C)c2ccccc2)cc(OC)c1OC (stereo not drawn)	i	32.8	i	0.9	-1.3	58
CCCCn1c(N)c(N(CCOC)C(=O)CCS(=O)(=O)c2ccc(Cl)cc2)c(=O)[nH]c1=O	i	41.4	i	0.9	0.4	73
Cc1onc(-c2c(F)cccc2Cl)c1C(=O)Nc1ccc(S(=O)(=O)N2CCOCC2)cc1	i	27.1	i	1.2	-0.5	49
Cc1ccc(S(=O)(=O)N(Cc2cccc(C(F)(F)F)c2)C(=O)N2CCN(C)CC2)cc1	i	39.2	i	0.5	-1.2	81
Cc1ccc(C2OC(=O)C=C2c2ccccc2)cc1 (stereo not drawn)	i	49.9	i	1.5	5.7	77
CN(c1ccccc1)S(=O)(=O)c1ccc(Cl)c(C(=O)NCc2ccccc2CN2CCCC2)c1	i	33.7	i	1.0	2.7	58
COc1ccc(NC(=O)CSc2nc(=O)n(CCN(C)C)c3c2CCCC3)cc1	i	46.8	i	0.5	-0.1	62
C[C@H](CO)N1C[C@H](C)[C@@H](CN(C)S(=O)(=O)c2cccs2)Oc2ccc(NS(=O)(=O)c3cn(C)cn3)cc2C1=O	i	13.5	i	0.9	-0.3	66
N#Cc1ccc(C(=O)NC(=S)N2CCN(C=O)CC2)cc1	i	19.5	i	0.4	3.1	54
Cc1ccc(NC(=O)COC(=O)CCc2c(C)nc3ncnn3c2C)cc1	i	23.0	i	0.4	-1.2	67
O=c1oc2ccccc2c(O)c1Sc1ccc(Cl)cc1	i	49.6	i	0.6	-0.3	61
C=CCN1C(=O)c2ccc(C(=O)N3CCN(S(=O)(=O)c4ccc(C(C)C)cc4)CC3)cc2C1=O	i	57.5	i	0.3	2.6	56
CCN1CCN(c2ccc(S(=O)(=O)N3CCOCC3)cc2NC(=O)/C=C/c2ccc(C)cc2)CC1	i	2.2	i	0.3	0.3	65
CCCCCCCCN1[C@@H](CC(=O)OCC)c2ccc(C(F)(F)F)cc2S1(=O)=O	i	11.7	i	2.2	-1.9	80
CN(C)S(=O)(=O)c1ccc(N2CCCC2)c(C(=O)NNC(=O)c2ccccc2)c1	i	40.5	i	0.4	0.0	74
C[C@H](CO)N1C[C@H](C)[C@@H](CN(C)C(=O)NC2CCCCC2)Oc2c(NC(=O)Nc3ccc4c(c3)OCO4)cccc2C1=O	i	14.7	i	0.8	2.5	59
CCN(CC)C(=O)c1[nH]cnc1C(=O)Nc1cccc(C)c1	i	38.7	i	0.4	0.8	58
COc1ccc(C(=O)Nc2ccc(NC(C)=O)cc2)cc1S(=O)(=O)N1CCCC1	i	38.3	i	0.6	4.8	96
CCN(Cc1cccs1)C(=O)c1cccc(S(=O)(=O)N2CCN(C)CC2)c1	i	45.7	i	1.7	-0.2	66
CC(C)(C)OC(=O)C[C@@H]1C/C=C\C[C@@H](CC(=O)NCCO)C(=O)NCCOC1=O	i	17.0	i	1.6	-1.2	49
Cc1noc(C)c1COC(=O)C1CCN(S(=O)(=O)c2ccc(F)cc2)CC1	i	34.1	i	0.8	-1.2	55

(further entries)
SMILES	T cell HTS	T cell HTS vesicle-bound %	Myeloid diff MLP	Myeloid diff MLP GFP+ MAC1+ %	NTR1 agonist	NTR1 agonist cell count 20 µM
O=C(CN1CCN(Cc2ccccc2)CC1)NNC(=O)c1ccccc1	i	35.2	i	2.6	-0.6	60
CN(Cc1c(F)cccc1Cl)C(=O)c1ccc(NC(=O)CC2SC(N3CCCC3)=NC2=O)cc1 (stereo not drawn)	i	40.2	i	1.4	3.5	93
CC(=O)Nc1ccc(S(=O)(=O)NCCC(=O)N2CCCCC2)cc1	i	22.8	i	0.8	-0.6	70
C=C1CCC2[C@](C)(CO)[C@H](O)CC[C@@]2(C)[C@@H]1/C=C/C1=CCOC1=O (stereo partly drawn)	i	31.8	i	3.3	-0.8	94
Cc1ccc(NC(=O)C2CCN(S(=O)(=O)c3cc([N+](=O)[O-])ccc3Cl)CC2)nc1	i	25.6	i	1.2	1.9	57
COCOc1ccc(-c2oc3c(C/C=C(\C)CCC=C(C)C)ccc(O)c3c(=O)c2OCOC)c(OCOC)c1	i	25.4	?	.	-0.7	86
CCN(CC(=O)NC1CCS(=O)(=O)C1)C(=O)c1ccc(OC)c([N+](=O)[O-])c1 (stereo not drawn)	i	44.1	?	.	-0.6	87
CS(=O)(=O)c1ccc(C(=O)OCC(=O)c2ccc(Cl)s2)cc1	i	25.2	i	0.6	0.8	58
